Epigenetic reg: Quantitative High-Throughput Screen for Regulators of Epigenetic Control | 280,000 compounds, 0.2% hits | Potency, µM (top dose mostly 53.9 µM), without a hit: top-dose GFP activation, hits mostly activators | murine LDR cells, GFP reporter derepression, 30 h; also: potency is read from the fitted curve at half-maximal effect; % of control where 0% means no effect; nearly all actives have a fitted effect of over 60% in size
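Readout is the number of GFP-expressing murine LDR cells, counted by cytometry following washing. Cells were treated with compound for 30 h at 37 C; the stably integrated CMV-GFP locus is normally silent.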
TRb-SRC2 inh: qHTS for Inhibitors of the Interaction of Thyroid Hormone Receptor and Steroid Receptor Coregulator 2; Thyroid hormone receptor beta (Homo sapiens), P10828; TRbeta-SRC2 peptide binding, fluorescence polarization; receptor liganded with 1 µM T3; Potency, µM (titrated, usually from 106 µM), for the others: at the top dose activity change, negative = inhibition, actives largely listed as inhibitors; 280,000 compounds, 0.065% hits;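 also: potency is read from the fitted curve at half-maximal effect; plate controls were bound peptide for no effect and peptide without receptor for full effect; nearly all actives have a fitted effect of over 50% in size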
Target sequence (P10828 whole entry, looked up): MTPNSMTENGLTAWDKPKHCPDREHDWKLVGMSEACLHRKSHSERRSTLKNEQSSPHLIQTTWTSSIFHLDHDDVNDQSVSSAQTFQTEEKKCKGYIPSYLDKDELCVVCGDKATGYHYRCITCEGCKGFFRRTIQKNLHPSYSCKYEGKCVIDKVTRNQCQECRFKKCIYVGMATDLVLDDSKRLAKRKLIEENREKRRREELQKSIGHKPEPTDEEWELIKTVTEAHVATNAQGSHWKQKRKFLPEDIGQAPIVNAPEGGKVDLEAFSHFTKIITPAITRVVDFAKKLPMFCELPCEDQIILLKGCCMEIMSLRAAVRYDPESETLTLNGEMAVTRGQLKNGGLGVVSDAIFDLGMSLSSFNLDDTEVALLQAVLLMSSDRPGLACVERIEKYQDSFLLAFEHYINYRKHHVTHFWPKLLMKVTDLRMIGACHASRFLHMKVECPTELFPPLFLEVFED
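Human TRb ligand-binding domain (0.6 uM) is mixed with 20 nM Texas Red SRC2 peptide and 1 uM T3; after compound addition and 5 hr at ambient temperature, polarization is measured and normalized to unbound and bound controls.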
Tau fibril FP: qHTS for Inhibitors of Tau Fibril Formation, Fluorescence Polarization. 280,000 compounds, 0.39% hits. K18 P301L tau heparin fibrillization, Alexa594 FP, 6 h. AID 1468, 2008. Microtubule-associated protein tau (Homo sapiens), P10636. Potency, µM (titrated, usually from 57.7 µM), inactives show top-dose activity, negative = inhibition, actives largely listed as inhibitors; also: potency is read from the fitted curve at half-maximal effect; % is scaled to controls: 0 for no effect and ±100 for the full control effect; nearly all actives have a fitted effect of over 55% in size
Target sequence (P10636 561-689 P618L limits assumed): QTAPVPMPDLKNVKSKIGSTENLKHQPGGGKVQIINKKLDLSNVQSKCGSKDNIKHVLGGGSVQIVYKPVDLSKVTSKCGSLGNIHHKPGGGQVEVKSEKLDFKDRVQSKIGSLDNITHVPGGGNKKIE
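Recombinant K18 P301L […], labeled with Alexa 594 at 0.24 uM over 15 uM unlabeled; heparin inducer 20 uM final; 37 C, 6 hr; FP endpoint.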
NPSR antag: qHTS Assay for Antagonists of the Neuropeptide S Receptor: cAMP Signal Transduction; Q6W5P4; AID 1461, 2008; CHO-NPSR cells, cAMP TR-FRET, antagonist mode; 220,000 compounds, 1% hits; Potency, µM (titrated, usually from 38.3 µM), for the others: top-dose activity change, negative = inhibition, most hits filed as inhibitors; also: potency is read from the fitted curve at half-maximal effect; % is scaled to controls: 0 for no effect and ±100 for the full control effect; nearly all actives have a fitted effect of over 50% in size; many of its hits are not listed in these tables
Target sequence (Q6W5P4 whole entry, looked up): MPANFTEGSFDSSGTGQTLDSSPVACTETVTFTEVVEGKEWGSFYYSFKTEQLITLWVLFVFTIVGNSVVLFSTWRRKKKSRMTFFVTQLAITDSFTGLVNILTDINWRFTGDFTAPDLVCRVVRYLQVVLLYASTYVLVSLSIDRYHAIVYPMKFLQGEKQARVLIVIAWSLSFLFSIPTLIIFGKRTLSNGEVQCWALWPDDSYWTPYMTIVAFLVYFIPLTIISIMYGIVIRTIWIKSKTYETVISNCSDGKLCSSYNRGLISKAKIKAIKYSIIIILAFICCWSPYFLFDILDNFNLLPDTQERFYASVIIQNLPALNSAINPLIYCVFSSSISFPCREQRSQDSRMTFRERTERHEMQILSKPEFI
TR SRC2 fluor cs: Total Fluorescence Counterscreen for Inhibitors of the Interaction of Thyroid Hormone Receptor and Steroid Receptor Coregulator 2; TRb/SRC2 Texas Red total fluorescence interference; Potency, µM (top dose mostly 106 µM), for the others: at the highest dose fluorescence change, negative = quenching; 280,000 compounds, 0.29% hits; active = well fitted curve in either direction with a large enough effect; inconclusive = small, poorly fitted or top-dose-only effect; also: potency is read from the fitted curve at half-maximal effect; % is scaled to controls: 0 for no effect and ±100 for the full control effect
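Human TRb ligand-binding domain at 0.6 uM with 20 nM Texas Red SRC2 peptide in Tris buffer containing 1 uM T3 and 5% DMSO, incubated with compound 5 h at ambient temperature. Total fluorescence (555/632 nm) calculated as parallel + 2 × perpendicular.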
GLA spleen mod: qHTS Assay for Inhibitors and Activators of Human alpha-Galactosidase From Spleen Homogenate; 240,000 compounds, 0.008% hits; human spleen homogenate, 4MU-alpha-Gal fluorescence, 40 min; Potency, µM (top dose mostly 80 µM), for the others: top-dose activity change, negative = inhibition, most hits filed as inhibitors;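 also: potency is read from the fitted curve at half-maximal effect; 0% = enzyme with vehicle and -100% = no enzyme basal signal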
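Inhibition or activation of alpha-galactosidase in human spleen homogenate is scored by 4-MU fluorescence after 40 min at 37C, pH 5.0, with 1 mM substrate. AC50s come from concentration-response fitted to the Hill equation.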
CBFb-RUNX1 inh: qHTS Assay for Compounds Blocking the Interaction Between CBF-beta and RUNX1 for the Treatment of Acute Myeloid Leukemia; Runt-related transcription factor 1 (Homo sapiens) + Core-binding factor subunit beta …; AlphaScreen CBFb-His/RUNX1-biotin binding, biochemical; Potency, µM (titrated, usually from 59.8 µM), for the others: at the top dose activity, negative = inhibition, usual class: inhibitors; 230,000 tested, under 10 active; also: % of control where 0% means no effect
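Room-temperature protein-protein interaction test with 30 nM each of His-tagged CBF-beta and biotinylated RUNX1, 15 min with compound, then 90 min with nickel plus streptavidin beads. Signal read in AlphaScreen mode.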
Tau fluor counter: Counterscreen qHTS for Inhibitors of Tau Fibril Formation, Fluorescence Polarization; tau K18 P301L (four-repeat tau fragment) Alexa594 fluorescence, heparin fibrillization; Potency, µM (series often up to 57.7 µM), for the others: top-dose activity change, negative = decrease; 280,000 compounds, 0.93% hits; AID 1463, 2008; also: potency is read from the fitted curve at half-maximal effect; % is scaled to controls: 0 for no effect and ±100 for the full control effect; nearly all actives have a fitted effect of over 55% in size
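Human K18 P301L tau (15 uM unlabeled plus 0.24 uM Alexa 594-labeled, final) in 100 mM sodium acetate pH 7 was mixed with compound and 20 uM heparin and incubated 6 hr at 37 C.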
The depositor's hits bear a star; u = inconclusive; x = not tested or not shown; [ ] = another dose, or the depositor's remark. Unless noted, calls follow the shape of the dose curve; as a rule, active = well fitted curve in the direction sought with a large enough effect; inconclusive = small, poorly fitted or top-dose-only effect, or another doubt; inactive = no such curve, though single readings can be large; an effect the other way counts as inactive or inconclusive.

Start of the listing, in advance (2 entries):
Below each SMILES: GLA spleen mod | Tau fluor counter | CBFb-RUNX1 inh | Epigenetic reg | TR SRC2 fluor cs | Tau fibril FP | TRb-SRC2 inh | NPSR antag
- Cc1oc(/N=C/c2cccc3ccccc23)c(C#N)c1C
→ -1.6% | -10.0% | -10.2% | -0.8% | 20.7% | -12.6% | -0.1% | -12.2%[46.1 µM]
- C/C(CCN1CCCc2nc(C)c(C)cc21)=N\O[C@@H](C)CN1CCCc2nc(C)c(C)cc21
→ -4.5%[17.5 µM] | u | -5.5%[13.1 µM] | 1.1%[10.1 µM] | -1.8%[11.2 µM] | u | -1.2%[11.2 µM] | x

Results, repeating the preview:
Below each SMILES: GLA spleen mod | Tau fluor counter | CBFb-RUNX1 inh | Epigenetic reg | TR SRC2 fluor cs | Tau fibril FP | TRb-SRC2 inh | NPSR antag
- Cc1oc(/N=C/c2cccc3ccccc23)c(C#N)c1C
→ -1.6% | -10.0% | -10.2% | -0.8% | 20.7% | -12.6% | -0.1% | -12.2%[46.1 µM]
- C/C(CCN1CCCc2nc(C)c(C)cc21)=N\O[C@@H](C)CN1CCCc2nc(C)c(C)cc21
→ -4.5%[17.5 µM] | u | -5.5%[13.1 µM] | 1.1%[10.1 µM] | -1.8%[11.2 µM] | u | -1.2%[11.2 µM] | x
- Cc1ccc(CSc2cn(CCNC(=O)c3cccs3)c3ccccc23)cc1
→ x | 8.91µM*[quencher] | x | 5.1% | -9.7% | -6.3% | 8.6% | x
- O=C(NNC1=Nc2cccc3cccc1c23)c1ccc(Br)cc1
→ -6.7% | -3.0% | 7.0% | -1.9%[10.1 µM] | -2.4% | 1.5% | -10.1% | -27.9%
- CCOC(=O)/C(C(C)=O)=C1/OC(=O)c2ccccc21
→ 1.6% | -1.9% | -6.9% | 0.0% | -2.3% | 3.0% | -2.4% | -13.9%[46.1 µM]
- Cc1ccc(C2OCC3(CO2)COC(c2ccc(C)cc2)OC3)cc1 (stereo unspecified)
→ 4.9% | 4.9% | 6.9% | 2.5% | -5.6% | 0.9% | 3.3% | 6.5%
- Cc1cc(C)c(NC(=S)NC(=O)c2ccc(-c3ccccc3)cc2)c(C)c1
→ 6.5% | -9.5% | -3.4% | 0.0% | 0.6% | -3.9% | 1.7% | -6.5%[46.1 µM]
- O=C(NCc1ccccn1)c1cc2ccccc2oc1=O
→ 2.3% | -10.3% | -1.8% | -1.5% | 0.6% | -9.9% | -10.9% | -5.4%[46.1 µM]
- COc1cc(OC)cc(C(=O)Nc2ccc([N+](=O)[O-])cn2)c1
→ -9.4% | -0.3% | 17.2% | 1.8% | 4.6% | 2.0% | -5.9% | 0.3%
- CCOC(=O)C1CCC(CN(Cc2ccc(Cl)cc2)S(=O)(=O)c2cccc(Cl)c2C)CC1 (stereo unspecified)
→ x | -11.5% | x | 1.4% | -2.1% | 7.6% | 6.1% | x
- O=C(Nc1cccc2c1CCCC2)c1cc([N+](=O)[O-])cc([N+](=O)[O-])c1
→ 5.0% | -27.6% | -0.3% | 2.0% | -0.8% | -7.2% | -6.2% | 9.0%
- COc1cccc(OC)c1OCCNC(C)(C)C
→ -8.6% | -0.4% | -2.6% | -1.2% | -0.2% | -7.1% | -12.9% | 1.1%[46.1 µM]
- CCOC(=O)NCCc1c(C)nc2c(c(C)nn2C(C)(C)C)c1C
→ 2.0% | -16.7% | 1.8% | -0.3% | 7.3% | 2.0% | -2.4% | -15.4%[46.1 µM]
- COC(=O)CCc1nc2ccccc2[nH]c1=O
→ 14.7% | 0.0% | 9.2% | -1.0% | 0.6% | -0.6% | -5.8% | 0.0%[46.1 µM]
- COc1cccc(CC(NC(C)=O)C(=O)NC2CCN(c3c4c(nc5ncnn35)CCC4)CC2)c1OC (stereo unspecified)
→ 1.6% | -1.3% | 2.7% | 9.8% | -0.3% | 5.5% | 2.0% | 17.4%
- COCCCNC(=O)NC(=O)c1ccccc1
→ -7.8% | 6.4% | -2.4% | -0.7% | -6.5% | 11.7% | -4.7% | 5.2%
- O=C(O)/C(=C\c1cccs1)c1ccccc1
→ 0.0% | 5.8% | 1.5% | 12.4% | -0.2% | 7.3% | 3.9% | -11.2%
- Cc1cc2nc(NC3=NCN(CCN4CCOCC4)CN3)nc(C)c2cc1C
→ 2.9% | -4.7% | 1.4% | 1.5% | -0.6% | -1.1% | 5.9% | -4.9%[7.67 µM]
- CCOC(=O)N1CCN(C(=O)CN(Cc2ccc(Cl)cc2)S(C)(=O)=O)CC1
→ 0.9% | 8.7% | -0.8% | -1.0% | -1.9% | 2.3% | -9.6% | 12.2%[46.1 µM]
- Cc1ccc(-n2ncc(C(=O)N3CCN(c4ncccn4)CC3)c2C2CCN(C(=O)OC(C)(C)C)CC2)cc1
→ x | 0.8% | x | -1.3% | 0.0% | 0.4% | -0.9% | x
- CCOC(=O)C1CCCN(c2c(NCCCN(C)Cc3ccccc3)c(=O)c2=O)C1 (stereo unspecified)
→ 3.4% | -11.3% | 3.7% | 0.9% | 2.7% | -7.2% | -13.7% | -2.6%[46.1 µM]
- Clc1ccc2oc(-c3ccccc3)cc(=NCCCN3CCOCC3)c2c1
→ 12.1% | -29.9% | 14.3% | 1.2% | -1.3% | -4.3% | 3.4% | -26.8%
- O=C(CN1CCOc2ccccc21)NC1CCN(Cc2ccccc2)CC1
→ 3.1% | -6.7% | -1.9% | 0.0% | -1.6% | -0.1% | -3.9% | 0.3%[46.1 µM]
- c1ccc(CN2CCN(c3nc4ccccc4n4cnnc34)CC2)cc1
→ 5.5% | -12.9% | -5.0% | 1.9% | -3.8% | 1.7% | -0.4% | -1.8%[46.1 µM]
- O=C(NCc1ccc(F)cc1)C(Cc1ccccc1)n1cccc1 (stereo unspecified)
→ 1.5% | -12.2% | 9.2% | -1.2% | -0.7% | 5.8% | -3.7% | -14.0%
- CCS(=O)(=O)N1CCc2cc(OC)c(OC)cc2C1
→ -1.6% | -0.3% | -8.7% | 3.5% | -7.1% | -4.9% | -3.2% | 2.4%[46.1 µM]
- CC(C)Cc1cc(C(=O)Nc2cc(Cl)ccc2Cl)no1
→ 7.9% | -2.5% | x | 0.1% | -1.6% | -4.3% | -10.2% | 5.3%[46.1 µM]
- COc1ccc(OC)c(-n2c(C)cc(C=O)c2C)c1
→ 0.2% | 1.8% | 4.6% | -1.4% | -2.0% | 1.6% | 4.9% | 5.0%
- CCC(CC)C(=O)OCC(=O)Nc1cccc([N+](=O)[O-])c1
→ -0.4% | -8.8% | 5.2% | 2.3% | -4.5% | -3.0% | -3.8% | -9.8%
- Cc1sc(N)c(C#N)c1C
→ 1.1% | 2.6% | 4.7% | 1.3% | -1.9%[53 µM] | 1.5% | -5.6%[53 µM] | 11.2%
- COc1ccc(-c2nnc(OCc3ccccc3)c3ccccc23)cc1
→ 6.0% | 0.6% | 5.0% | 0.0% | -2.0% | -7.0% | 7.2% | u
- Cc1ccc(CCNC(=O)c2ccc3c(c2)nc2n3CCCCC2)cc1
→ x | -1.7% | x | -5.1% | 0.2% | -2.2% | -2.8% | x
- Cn1c(=O)c2c(nc(NCCO)n2CCc2ccccc2)n(C)c1=O
→ -2.8% | -3.0% | 0.2% | 1.0% | -3.3% | -1.3% | -1.5% | -5.4%[46.1 µM]
- CC1(C)N=C(c2ccccc2)C(=O)N1
→ -0.1% | -6.1% | 0.2% | -0.2% | -3.1% | 9.7% | -4.0% | -6.1%[46.1 µM]
- Clc1ccc(OCc2cc(-c3ccccc3)no2)cc1Cl
→ 4.4% | -18.3% | u | -0.9% | -3.1% | -13.5% | 2.9% | -0.3%[46.1 µM]
- COCCN(C(=O)CSc1nnc(-c2cccc(C)c2)n1C)c1c(N)n(Cc2ccccc2)c(=O)[nH]c1=O
→ -18.8% | -3.3% | -20.6% | 0.0% | 0.8% | 7.1% | 10.2% | 5.1%
- CC(Oc1ccccc1)C(=O)NC1CCN(Cc2ccccc2)CC1 (stereo unspecified)
→ -9.7% | 4.2% | 6.3% | -1.6% | 2.7% | -3.8% | -5.9% | 0.0%[46.1 µM]
- O=C(NCCc1ccccc1)c1ccc(NC2=NC3CS(=O)(=O)CC3S2)cc1 (stereo unspecified)
→ 2.9% | -2.7% | 2.2% | 1.0% | -1.3% | 3.6% | 10.6% | -13.0%[46.1 µM]
- COc1cc2c(cc1OC)C(c1cccnc1)CC(=O)N2 (stereo unspecified)
→ 0.0% | -2.3% | -5.4% | -1.0% | -0.2% | 3.5% | -3.6% | 29.4%
- CCCOC(=O)Nc1ccc(S(=O)(=O)Nn2cnnc2)cc1
→ 3.7% | -4.9% | u | 0.5% | 0.3% | -2.6% | 0.0% | -5.3%[46.1 µM]
- Cc1cc(NC(=O)c2cccc(S(=O)(=O)N(C)C)c2)n(-c2ccccn2)n1
→ 5.1% | u | -0.8% | 0.0% | -4.2% | u | -1.8% | u
- Cc1nnc(SCc2cccs2)[nH]c1=O
→ 2.7% | 4.1% | -1.9% | -1.0% | -2.8% | 13.9% | -2.4% | 11.0%[46.1 µM]
- CC(C)C(NC(=O)CN1C(=O)c2ccccc2S1(=O)=O)C(C)C
→ 4.2% | -2.8% | -0.3% | -2.7% | 3.1% | -0.7% | -16.4% | -5.8%[46.1 µM]
- CCn1c(C)c(C(C)=O)c(N2CCN(C(=O)c3ccco3)CC2)nc1=S
→ -2.6% | 0.4% | 2.7% | 1.1% | -3.6% | -0.9% | 1.6% | -15.0%[46.1 µM]
- CC(C)c1ccc2[nH]c(O)c(N=NC(=O)c3cccc(S(=O)(=O)N4CCCCC4)c3)c2c1
→ -6.6% | u | -13.4% | -0.9% | -2.9% | -1.1% | -10.2% | -41.7%
- CC(OC(=O)c1ccccc1Br)C(=O)Nc1nc(-c2cccc([N+](=O)[O-])c2)cs1 (stereo unspecified)
→ -4.9% | u | -3.5% | 0.0% | -0.7% | -2.1% | -16.4% | -18.2%

A portion of the library (hit frequency here may not be typical).
